M1 ag parental: counter-screen for M1 agonists: effect in parental CHO-K1 cells. Fluo-8 calcium fluorescence; scaled to maximal ATP response, vehicle zero. activation, % at 3 µM. hit rate 0.48% among 360,000; in the data active = activation above about 15%;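 also: untransfected CHO-K1 host cells lacking M1 receptor as counterscreen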
CHO parental Ca: counter-screen for OX1R antagonists: effect in parental CHO cells | parental CHO-K1, ATP-induced calcium, Fluo-8 fluorescence | inhibition, % at 5.6 µM | hit rate 0.63% among 330,000 | AID 463079;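 active = inhibition above that plate's mean sample inhibition plus 3 SD, cut at about 26% in these data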;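 also: 0% = ATP-challenged DMSO wells and 100% = DMSO wells without ATP; some compounds past the cut are filed as inactive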
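Material: parental CHO cells / Compound: single nominal dose of 5.6 µM per compound / Signal: Fluo-8 fluorescence / Replicates: singlicate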
TAAR1 antag: human TAAR1 antagonism; Q96RJ0; hit rate 1.5% among 360,000; CHO RD-HGA16 TAAR1, Fluo-8 calcium fluorescence, antagonist; inhibition, % at 3 µM; AID 624466;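 active = inhibition above a per-plate cutoff, the mean inhibition of test compounds on that plate plus 3 SD, cut at about 49% in these data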;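 also: 0% = DMSO plus EC80 beta-PEA response and 100% = DMSO alone without agonist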
Target sequence (Q96RJ0 whole entry, looked up): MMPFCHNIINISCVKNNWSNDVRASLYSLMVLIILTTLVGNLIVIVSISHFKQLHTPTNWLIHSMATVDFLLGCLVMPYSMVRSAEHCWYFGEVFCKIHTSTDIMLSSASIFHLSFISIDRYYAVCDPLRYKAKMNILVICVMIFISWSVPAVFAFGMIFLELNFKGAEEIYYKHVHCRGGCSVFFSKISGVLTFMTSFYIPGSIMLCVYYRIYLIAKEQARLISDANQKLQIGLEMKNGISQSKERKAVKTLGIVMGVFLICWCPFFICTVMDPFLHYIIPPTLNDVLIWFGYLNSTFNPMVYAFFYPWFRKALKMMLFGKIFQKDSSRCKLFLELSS
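Test system: CHO RD-HGA16 cells bearing hTAAR1 | Reagent: β-PEA, EC80 | Compound dosing: 3 µM, single point | Schedule: Dye loading 75 min at 37 °C, then 30 min room temperature | Signal: Calcium fluorescence with Fluo-8 | Evaluation: Percent inhibition of PEA-evoked calcium signal, max/basal emission ratio | Control set: DMSO-only wells and EC80 β-PEA-stimulated wells | Repeats: Singlicate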
OXTR potentiate: human OXTR potentiation | hit rate 0.061% among 320,000 | activation, % at 3 µM | CHO-OTR cells, Fluo-8 calcium fluorescence, potentiator mode; 0% = oxytocin EC15, 100% = EC100 | P30559;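 active = activation above that plate's cutoff, the mean activation of tested compounds plus 3 SD, cut at about 6.6% in these data, passing the limit was not always enough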;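 also: 100% uses oxytocin at 75 nM as the full agonist control; some results filed as inactive read as strong as hits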
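Material: human OTR in CHO cells. Compound: 3.0 µM, one dose. Timing: compound 6 min at room temperature before oxytocin, 100 s read. Evaluation: % activation of max/min ratio relative to oxytocin controls. Replication: single well per compound, singlicate. Signal: Fluo-8 calcium dye fluorescence.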
OXTR ag: human OXTR agonism; hit rate 0.32% among 320,000; P30559; CHO-OTR cells, Fluo-8 calcium fluorescence; normalized: DMSO 0%, oxytocin 100%; activation, % at 3 µM;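 active = activation above the mean of all tested compounds plus 3 SD, cutoff set per screening run, cut at about 20% in these data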;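 also: peak over basal fluorescence ratio from a 100 s FLIPR kinetic read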
GPR7 antagonist: antagonists of human GPR7 (neuropeptides B/W receptor 1). hit rate 1.1% among 290,000. inhibition, % at 4.4 µM. GPR7-expressing cells, fluorescence antagonist assay. P48145. AID 1861; in the data active = inhibition above about 16%, passing the limit was not always enough;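 also: cells stimulated with the agonist NPW; 0% = agonist with vehicle and 100% = vehicle without agonist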
Target sequence (P48145 whole entry, looked up): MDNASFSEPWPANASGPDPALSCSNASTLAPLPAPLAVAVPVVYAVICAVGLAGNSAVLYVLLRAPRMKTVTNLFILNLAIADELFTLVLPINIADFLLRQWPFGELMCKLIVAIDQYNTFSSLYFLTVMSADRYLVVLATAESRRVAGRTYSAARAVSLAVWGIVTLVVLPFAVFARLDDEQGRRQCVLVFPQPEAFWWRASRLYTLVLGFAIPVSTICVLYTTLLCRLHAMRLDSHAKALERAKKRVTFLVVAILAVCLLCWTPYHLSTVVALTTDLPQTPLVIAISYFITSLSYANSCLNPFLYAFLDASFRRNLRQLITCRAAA
CHO-K1 Ca antag: M1 antagonist counterscreen hit in parental CHO-K1 cells; AID 602250; inhibition, % at 3 µM; hit rate 0.6% among 360,000; ATP-induced calcium, Fluo-8 fluorescence;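 active = inhibition above a per-plate cutoff, the plate's mean sample inhibition plus 3 SD, cut at about 24% in these data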;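 also: 0% = DMSO plus EC80 ATP and 100% = DMSO alone without ATP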
V1aR counter: V1a receptor agonism, counter-screen for OXTR agonists; P37288; CHO-V1R cells, Fluo-8 calcium fluorescence, agonist mode; 0% DMSO, 100% 3 nM vasopressin; activation, % at 3 µM; hit rate 0.25% among 320,000; AID 2797;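 active = activation above the mean activation of all tested compounds plus 3 SD, per screening run, cut at about 20% in these data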;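 also: signal is peak over basal fluorescence ratio across a 100 second FLIPR read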
Target sequence (P37288 whole entry, looked up): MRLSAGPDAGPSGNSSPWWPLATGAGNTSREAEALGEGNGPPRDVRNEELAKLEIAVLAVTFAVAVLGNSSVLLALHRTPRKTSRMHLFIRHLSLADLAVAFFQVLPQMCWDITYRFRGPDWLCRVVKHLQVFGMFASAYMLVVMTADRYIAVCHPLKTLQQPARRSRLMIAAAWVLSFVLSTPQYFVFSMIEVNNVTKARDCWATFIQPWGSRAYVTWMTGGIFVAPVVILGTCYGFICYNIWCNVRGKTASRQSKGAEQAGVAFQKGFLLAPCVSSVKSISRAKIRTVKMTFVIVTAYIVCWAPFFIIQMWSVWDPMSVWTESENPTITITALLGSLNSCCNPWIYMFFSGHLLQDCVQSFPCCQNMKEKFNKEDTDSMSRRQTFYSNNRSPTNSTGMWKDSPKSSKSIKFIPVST
CHO-K1 Ca PAM: nonselective activator or artifact in parental CHO-K1 calcium assay; ATP EC20, Fluo-8 calcium fluorescence; 0% at ATP EC20, 100% at ATP max; activation, % at 3 µM; hit rate 0.02% among 360,000;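 active = activation above the run cutoff, the mean activation of all test compounds plus 3 SD, cut at about 40% in these data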;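 also: peak over basal fluorescence ratio in a 140 s read after ATP addition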
Active calls of the source: *; · = not tested or not shown. The order is random. Share with any hit: about 3.5%.

smiles	M1 ag parental	CHO parental Ca	TAAR1 antag	OXTR potentiate	OXTR ag	GPR7 antagonist	CHO-K1 Ca antag	V1aR counter	CHO-K1 Ca PAM
NC(=O)c1ccc[n+](Cc2ccccc2)c1	0.5	-7	-14	-5	-0.5	-12	-6	1.1	21
Cc1onc(-c2ccccc2Cl)c1C(=O)OCC(=O)N1CCN(c2ccccc2)CC1	-0.8	-18	-72	-1	-3.0	·	0	-1.3	-25
O=C(Nc1ccc(C(=O)NCCCN2CCCCC2)cc1)C1=CSCCO1	5.7	-2	2	-5	0.5	-10	2	0.8	-11
CN(C(=O)c1ccco1)c1nc2c(s1)CCCC2	0.2	-4	-9	-8	-1.1	4	8	-1.0	-5
COc1ccc(C(=O)Oc2ccc(/C=N/Nc3ccc(Cl)c(C(=O)O)c3)cc2OC)cc1	-0.8	-14	-8	-5	-0.1	-2	-4	1.1	13
COc1cccc(NC(=O)c2cccnc2)c1	0.4	7	5	0	0.4	-12	-7	1.4	20
CCC(C)NC(=O)c1ccc(CS(=O)(=O)Cc2ccc(Cl)cc2)o1 (stereo not drawn)	0.8	-13	12	7	0.4	-6	-7	-0.1	4
O=C(CCc1nnc2ccc(NCc3ccc(Cl)cc3)nn12)NC1CCCCC1	0.0	-10	3	-1	-0.8	-2	-8	0.4	18
Cc1cccc(C)c1NC(=O)C1(C)c2cccc[n+]2CC(=O)N1Cc1cccs1 (stereo not drawn)	0.1	-16	1	-5	0.2	-6	-10	1.0	19
O=C(NC1CCCC1)c1cnc2n(c1=O)CCS2	0.1	-6	0	-2	0.2	-11	-4	-0.4	12
c1ccc(COC2CCCN(Cc3nc(-c4cccs4)no3)C2)nc1 (stereo not drawn)	1.9	-24	0	-2	0.8	-9	-1	3.2	20
COc1ccccc1CN1CC(C(=O)N2CCCCCCC2)CCC1=O (stereo not drawn)	0.4	-13	-28	-1	-0.5	-11	1	3.0	-10
COc1c(Cl)cc(Cl)cc1/C=N/NC(=O)c1nnn(-c2nonc2N)c1CN1CCC(C)CC1	0.0	0	-17	-5	-0.6	-3	-5	0.6	-3
Cc1ccc(CN2C(=O)CCC2C(=O)NCCCN2CCC(C)CC2)cc1 (stereo not drawn)	0.5	·	-3	·	·	-8	1	·	10
Clc1cccc(CN2CCSCC2)c1Cl	-0.4	·	-2	·	·	-20	6	·	2
O=C(CNS(=O)(=O)c1ccc(Br)cc1Cl)OCC(=O)c1ccc[nH]1	2.0	-12	-1	-7	1.4	·	1	0.5	10
CCS(=O)(=O)c1nc2ccccc2n1CC(=O)N1CCCCC1	0.7	0	9	-1	1.6	-7	-17	1.0	15
CCOc1ccc2oc(-c3ccccc3)c(C(N)=O)c2c1	3.1	-4	-2	-1	-0.5	-8	-6	0.9	1
N#Cc1ccc(C(=O)Nc2cccc(NC(=O)c3ccco3)c2)c(F)c1	7.3	-12	37	-22	0.1	-8	-10	0.4	3
CCOc1cccc(C(=O)Nc2ccc3oc(-c4cccnc4)nc3c2)c1	6.2	-20	-8	-4	-1.3	-9	-8	2.4	12
COc1ccc(C(=O)Nc2nnc(-c3ccccc3)o2)cc1OC	0.1	-6	11	-3	-0.7	-5	-3	0.1	0
COc1ccc(NC(=O)N2CCN(c3cccc(C(F)(F)F)c3)CC2)cc1	5.2	27	94*	-10	8.7	3	7	8.5	-15
COCCNC(=O)/C(C#N)=C/c1ccc(O)cc1	-0.4	1	-8	-6	3.0	-3	10	1.9	10
COc1ccccc1N(CC(=O)NCc1ccccn1)S(C)(=O)=O	0.7	-14	-17	-6	0.0	-13	-13	0.9	18
Cc1nc(SCN2C(=O)c3ccccc3C2=O)n[nH]1	0.5	-3	0	-8	0.7	8	-7	0.5	18
CCCc1cc(=O)c2c(O)ccc(OC)c2o1	0.1	-21	-14	-4	-1.9	-4	-8	0.1	6
CN(C)CCCNc1nc2cc(-c3ccc(F)cc3)sc2c(=O)n1C	0.3	·	-12	·	·	·	-7	·	-1
C=C(C)C1CC=C(C)/C(=N/NC(=O)c2cccs2)C1 (stereo not drawn)	-0.2	-15	-15	-6	-1.3	-8	4	-0.1	3
CCOC(=O)NC(NS(=O)(=O)c1ccccc1)(C(=O)OCC)C(F)(F)F (stereo not drawn)	0.8	-17	-8	-2	-1.5	-4	-10	-0.4	20
O=C(C1CC(=O)N(C2CCCCC2)C1)N1CCN(c2ccccc2)CC1 (stereo not drawn)	0.4	-11	-16	-2	0.6	-8	5	-0.1	-11

Sorted by length of the SMILES (rising): three of the compounds above.
smiles	M1 ag parental	CHO parental Ca	TAAR1 antag	OXTR potentiate	OXTR ag	GPR7 antagonist	CHO-K1 Ca antag	V1aR counter	CHO-K1 Ca PAM
NC(=O)c1ccc[n+](Cc2ccccc2)c1	0.5	-7	-14	-5	-0.5	-12	-6	1.1	21
O=C(NC1CCCC1)c1cnc2n(c1=O)CCS2	0.1	-6	0	-2	0.2	-11	-4	-0.4	12
O=C(CCc1nnc2ccc(NCc3ccc(Cl)cc3)nn12)NC1CCCCC1	0.0	-10	3	-1	-0.8	-2	-8	0.4	18

(listing goes on)
smiles	M1 ag parental	CHO parental Ca	TAAR1 antag	OXTR potentiate	OXTR ag	GPR7 antagonist	CHO-K1 Ca antag	V1aR counter	CHO-K1 Ca PAM
CCOc1ccc(C(=O)N/N=C/c2ccc(-c3ccc(S(=O)(=O)Nc4ncccn4)cc3)o2)cc1	-0.2	-16	15	4	0.5	-6	0	-0.3	14
Cc1nc2ccc(S(=O)(=O)N(C)CC(=O)NCc3ccc(N(C)C)cc3)cc2s1	2.4	1	-6	-7	1.5	-3	-7	3.0	3
CC(=O)N1CCn2c3c(c(=O)c4cc(C)ccc42)CCC31 (stereo not drawn)	0.2	-5	6	-17	0.1	-5	10	1.5	-7
COc1cc(S(=O)(=O)n2ccc(C)n2)c(C)cc1C	0.8	·	-2	·	·	·	-10	·	17
COc1ccccc1C(=O)Nc1ccnn1C1CCN(C2CCSCC2)CC1	2.7	-21	-7	-4	-0.3	-19	-14	1.3	21
CC(=O)Oc1ccc2oc(C)c(C(=O)N3CCOCC3)c2c1	0.6	-5	-15	1	0.2	-11	-16	0.0	2
Cc1cc(C)c(C)c(S(=O)(=O)NCc2ccc(C(=O)N3CCN(C)CC3)cc2)c1C	0.8	-5	-1	-2	0.4	-8	-3	1.0	16
COc1ccc(OCc2nnc(SCC(=O)c3ccccc3)o2)cc1	0.6	-9	11	-10	-0.4	-1	-6	-0.4	11
COc1ccc(-c2csc(NC(CO)c3nc4ccccc4n3Cc3ccc(C)cc3)n2)cc1 (stereo not drawn)	0.3	-40	-12	-13	1.2	·	-13	-0.1	6
CC(C)NC(=O)C1CCN(c2ccc(S(=O)(=O)N3CCOCC3)cc2Cl)CC1	3.3	-3	-23	-6	1.9	-6	-13	3.6	11
O=C(CCN1CCOCC1)NNC(=S)NC(=O)c1ccc(Br)cc1	1.3	-18	-2	-13	-0.8	-4	-11	0.5	8
CCOC(=O)C1=C(c2ccccc2)NC(=S)NC1C (stereo not drawn)	0.0	-5	-17	-9	-1.3	-8	10	-1.1	-6
COc1ccc(NC(=O)CN2C(=O)COc3ccc(S(=O)(=O)N4CCOCC4)cc32)cc1	-0.1	-25	-2	-1	-0.8	-3	-4	-1.3	20
CC(=O)c1ccc(NC(=O)C2CCCN2S(=O)(=O)c2ccc(F)cc2)cc1 (stereo not drawn)	1.2	-9	-9	-6	-0.2	-5	9	1.0	6
CCCCc1nnc(NC(=O)c2ccc(-n3cncn3)c([N+](=O)[O-])c2)s1	1.9	-1	-29	-7	1.4	·	-10	-0.1	6
O=C(Nc1ncc([N+](=O)[O-])s1)c1ccco1	2.9	26	-12	-10	1.9	-20	-6	5.3	-7
COCCN(C(=O)CSc1nc2ccc(OC)cc2[nH]1)c1c(N)n(Cc2ccccc2)c(=O)[nH]c1=O	1.4	-7	-1	-8	-0.4	·	-4	-0.8	9
COCCNC(=O)CCCCCNS(=O)(=O)c1ccc(C)cc1	0.5	4	-2	5	-1.1	-5	-1	-0.2	11
CCOC(=O)c1c(NC(=O)NC(C)(C)C)sc2c1CCN(C)C2	0.7	-10	-15	-5	-1.1	-15	-5	-0.7	-4
COc1ccc(CN(Cc2cccn2C)S(=O)(=O)c2cccc(C(F)(F)F)c2)cc1	-0.2	-17	21	-10	0.4	-3	5	0.2	-24
CC1CC(C)CN(CCOc2ccc(Br)cc2)C1 (stereo not drawn)	0.7	-18	-16	-1	0.4	7	4	0.8	18
Cc1cc(N)n2ncc(-c3ccc(Cl)cc3)c2n1	-0.6	-6	-17	-12	1.9	8	-11	1.8	12
O=C(Cn1cncn1)N1CCN(c2ccc(F)cc2)CC1	1.6	-14	-9	-13	0.6	-18	-10	1.3	-6
Cc1cc2cc(CCNC(=O)C3c4ccccc4Oc4ccccc43)c(=O)[nH]c2cc1C	·	-7	·	-3	0.1	-9	·	0.5	·
CCCN(CC(=O)Nc1ccccc1OC)C(=O)Cc1ccc2c(c1)CCC2	-0.3	-28	·	-8	-2.0	·	-8	-1.2	12
CCOC(=O)N1CCN(CC(O)COc2ccc(C(C)C)c(C)c2)CC1 (stereo not drawn)	0.2	-10	-7	-16	0.7	-6	-1	2.2	7
COC(=O)c1cc(O)cc(OC)c1Oc1cc(C)cc(O)c1C(=O)O	1.0	8	-13	-7	1.6	·	-5	2.4	13
CCc1cc(CNC(=O)CCc2nnc(Cc3cccc(C)c3)o2)on1	7.8	-1	21	-7	-0.1	10	-8	1.9	20
S=C(NCC1COc2ccccc2O1)Nc1ccc(Br)cc1 (stereo not drawn)	2.8	2	12	-8	6.9	-5	33*	5.7	-15
COc1cccc(-c2ncc3ccccc3c2COC(=O)CCC(=O)O)c1	0.8	-18	8	0	-1.0	·	-10	0.1	8

Continued.
smiles	M1 ag parental	CHO parental Ca	TAAR1 antag	OXTR potentiate	OXTR ag	GPR7 antagonist	CHO-K1 Ca antag	V1aR counter	CHO-K1 Ca PAM
O=C1CSC(=S)N1N=Cc1ccc2c(c1)OCO2	0.5	·	8	·	·	·	-15	·	6
Cc1cc(OCCn2nc(C(=O)O)c3ccccc3c2=O)ccc1C(C)C	1.2	·	31	·	·	-24	-20	·	12
CC(=O)Nc1ccc(S(=O)(=O)NC2(C(F)(F)F)C(=O)Nc3c2c(=O)[nH]c(=O)n3Cc2cccnc2)cc1 (stereo not drawn)	-0.1	-6	-1	-4	0.7	-7	-2	1.1	9
COC(=O)[C@@]1(Cc2ccccc2)[C@@H]2C(=CC(=O)[C@H]2CC(=O)C(=O)N(C)C)CN1C(=O)c1ccccc1	0.4	-8	·	4	0.8	-3	-5	1.1	1

Bioassay records (PubChem BioAssay)
